# Screening data as filed in PubChem BioAssay.
# IDE act: IDE (human) activation, cell-based; activation, % at 5.96 µM; actives 0.073% (n = 340,000); P14735; HEK cells, FAbeta-B cleavage, fluorescence polarization; 0% vehicle, 100% cell-free pure enzyme wells;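 active = activation above the mean of all tested compounds plus 3 SD, set per screening campaign, cut at about 17% in these data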
# DNA FID counter: counter-screen for HCV NS3 helicase inhibitors: DNA intercalator displacement. DNA fluorescent intercalator displacement, fluorescence. inhibition, % at 7.9 µM. AID 1845. actives 0.17% (n = 290,000); in the data active = inhibition above about 37%;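 also: 0% = vehicle and 100% = reference compound; higher means more ethidium bromide displaced from hairpin DNA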
# PfM18AAP inh: blocks P. falciparum M18 aspartyl aminopeptidase | recombinant PfM18AAP, H-Glu-NHMec fluorogenic cleavage | inhibition, % at 7.35 µM | actives 1.2% (n = 290,000);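 active = inhibition above the campaign mean inhibition over all tested compounds plus 3 SD, cut at about 28% in these data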;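 also: 0% = plate median of test compound wells and 100% = 2 mM ZnCl2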
# NS3 helicase inh: HCV NS3 helicase inhibition | NS3 helicase DNA unwinding, Cy5 molecular beacon fluorescence | inhibition, % at 10.9 µM | actives 0.56% (n = 290,000) | AID 1800;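 active = inhibition above the mean of all tested compounds plus 3 SD, set per campaign, cut at about 35% in these data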;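 also: 0% = DMSO wells and 100% = thioflavine S control wells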
#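 Control set: DMSO versus 110 µM thioflavine S; Material: NS3 helicase fragment of HCV; Measured by: Cy5 fluorescence at 0 and 60 min, beacon hairpin quenching; Read-out basis: percent inhibition from t60/t0 fluorescence ratio; Times: reaction time 60 min, 25 °C; Repeats: single replicate; Compound dosing: single dose, 10.9 µM nominal final, DMSO 0.8% final.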
# IMP-1 inh: inhibitors of Pseudomonas aeruginosa IMP-1 metallo-beta-lactamase; purified IMP-1, nitrocefin hydrolysis, epi-absorbance fluorescence; inhibition, % at 5.6 µM; actives 0.45% (n = 290,000); AID 1556;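 active = inhibition above the mean plus 3 SD of all compounds in the same screening run, cut at about 4.5% in these data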;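 also: 0% = IMP-1 with DMSO and 100% = DMSO wells lacking enzyme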
#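 System: purified IMP-1; amount: IMP-1 0.2 nM before substrate addition; compound: single dose, 5.6 µM; times: 25 °C, 15 min preincubation, 25 min reaction; signal: Epi-absorbance via hydrolysed-nitrocefin quenching of white-plate fluorescence, 480/530 nm, EDTA stop; benchmarks: DMSO with and without IMP-1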
# VIM-2 inhibitor: inhibitors of Pseudomonas aeruginosa VIM-2 metallo-beta-lactamase; inhibition, % at 5.6 µM; purified VIM-2, nitrocefin hydrolysis, epi-absorbance fluorescence; AID 1527; actives 0.89% (n = 290,000);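 active = inhibition above the mean of all tested compounds plus 3 SD, cutoff set per screening run, cut at about 7.5% in these data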;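 also: red hydrolysis product quenches plate fluorescence so inhibitors raise well fluorescence; 0% = enzyme with DMSO and 100% = DMSO without enzyme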
# IDE inh: inhibits human insulin-degrading enzyme in HEK cells; P14735; FAbetaB cleavage, fluorescence polarization; inhibition, % at 5.59 µM; actives 0.41% (n = 320,000); AID 434962;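 active = percent inhibition above the average of all tested compounds plus 3 SD, set per screening campaign, cut at about 16% in these data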;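 also: IDE supplied by intact live HEK cells; FP after avidin binding of uncleaved biotin substrate so inhibition keeps polarization high; 0% = DMSO wells and 100% = 60 µM reference IDE inhibitor Ii1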
# p-CIP stab down: compounds decreasing mouse p/CIP protein stability; actives 0.01% (n = 290,000); decrease of EGFP signal, % at 10 µM; F442A p/CIP-EGFP cells, EGFP fluorescence, 16 h;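 active = EGFP signal decrease of at least 30% at 10 µM or well 3 SD below plate mean, unless failing retest; inactive = the rest, including hits failing retest or dose response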; also: some compounds called inactive have numbers as strong as hits; many of its hits are not listed in these tables
# Target sequence (Q05BA5 1-1403): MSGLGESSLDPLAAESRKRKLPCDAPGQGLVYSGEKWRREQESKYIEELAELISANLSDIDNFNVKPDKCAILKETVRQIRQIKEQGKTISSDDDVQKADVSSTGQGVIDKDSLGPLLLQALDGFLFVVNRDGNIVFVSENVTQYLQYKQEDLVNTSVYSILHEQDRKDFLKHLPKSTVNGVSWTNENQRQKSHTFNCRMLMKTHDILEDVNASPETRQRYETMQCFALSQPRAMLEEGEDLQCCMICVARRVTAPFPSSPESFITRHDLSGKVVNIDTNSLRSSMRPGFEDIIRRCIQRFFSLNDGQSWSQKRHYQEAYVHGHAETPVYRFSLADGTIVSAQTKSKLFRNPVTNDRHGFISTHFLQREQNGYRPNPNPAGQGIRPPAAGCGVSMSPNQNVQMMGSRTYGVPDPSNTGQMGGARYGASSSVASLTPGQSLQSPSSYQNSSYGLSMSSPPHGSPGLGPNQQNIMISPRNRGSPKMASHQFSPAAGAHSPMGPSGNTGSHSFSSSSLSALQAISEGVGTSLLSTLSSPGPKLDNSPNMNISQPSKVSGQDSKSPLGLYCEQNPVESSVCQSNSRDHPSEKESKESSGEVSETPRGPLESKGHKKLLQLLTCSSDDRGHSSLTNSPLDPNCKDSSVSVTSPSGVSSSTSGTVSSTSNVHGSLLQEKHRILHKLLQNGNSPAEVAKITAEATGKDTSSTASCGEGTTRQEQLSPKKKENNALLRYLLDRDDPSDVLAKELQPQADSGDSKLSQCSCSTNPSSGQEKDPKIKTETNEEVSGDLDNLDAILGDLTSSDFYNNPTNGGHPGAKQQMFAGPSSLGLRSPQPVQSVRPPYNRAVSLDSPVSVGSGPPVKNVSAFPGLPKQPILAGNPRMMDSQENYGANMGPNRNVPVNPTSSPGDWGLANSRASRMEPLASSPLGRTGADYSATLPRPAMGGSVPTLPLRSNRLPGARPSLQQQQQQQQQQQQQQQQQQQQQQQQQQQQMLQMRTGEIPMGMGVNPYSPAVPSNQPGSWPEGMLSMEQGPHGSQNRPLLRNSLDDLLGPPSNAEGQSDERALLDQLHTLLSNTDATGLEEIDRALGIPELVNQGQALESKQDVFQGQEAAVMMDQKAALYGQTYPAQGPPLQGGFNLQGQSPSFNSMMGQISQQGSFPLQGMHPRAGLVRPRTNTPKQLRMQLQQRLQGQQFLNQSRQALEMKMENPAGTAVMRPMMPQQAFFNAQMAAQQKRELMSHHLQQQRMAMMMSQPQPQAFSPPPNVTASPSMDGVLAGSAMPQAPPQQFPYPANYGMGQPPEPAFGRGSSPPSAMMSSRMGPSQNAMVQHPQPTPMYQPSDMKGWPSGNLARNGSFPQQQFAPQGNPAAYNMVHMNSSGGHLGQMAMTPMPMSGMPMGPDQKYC
# SUMO HTRF inh: inhibitors of human SUMOylation (UBC9); AID 2006; inhibition, % at 35 µM; actives 0.36% (n = 290,000); HTRF SUMOylation assay, SAE1/SAE2 + UBC9, in vitro; in the data active = inhibition above about 50%, passing the limit was not always enough; also: strong numbers were not always called active
# Numbers without * were called inactive; nt = not tested or not shown.
1. COc1cccc(C(=O)C2=NN(C(C)=O)CC2c2ccco2)c1 (stereo not given)
2. Cc1ccc(S(=O)(=O)Nc2csc(C)c2C(=O)O)cc1
3. CCOC(=O)CNC(=O)C12CC3CC(CC(C3)C1)C2
4. O=C(CCCc1c[nH]c2ccccc12)N1CCCCCC1
5. CCOC(=O)c1cnc(-n2nc(C)cc2C)nc1NNc1cc(-c2ccccc2)nc(C)n1
6. CC(C)CCN(C(=O)Nc1ccccc1)C(C)c1cccs1 (stereo not given)
7. O=C1C2C3CC(C2C(=O)N1c1cccc(Cl)c1)[C@H](O)C3O (stereo not given in full)
8. NC(=O)CN(c1ccc(Oc2ccccc2)cc1)S(=O)(=O)c1ccccc1
assay / entry,1,2,3,4,5,6,7,8
IDE act,4.2,nt,7.0,-2.5,nt,-3.1,6.2,-1.5
DNA FID counter,-7.8,-23.6,-2.4,-17.8,-8.6,-8.9,1.7,-46.7
PfM18AAP inh,5.3,9.8,-1.3,3.0,-13.7,-2.9,-19.8,4.9
NS3 helicase inh,8.5,24.0,-11.1,-2.9,-10.3,-4.6,-2.8,-3.8
IMP-1 inh,0.5,-3.5,-2.0,-5.4,-0.8,-1.2,-3.3,-1.4
VIM-2 inhibitor,2.8,1.1,-2.7,1.6,-1.5,-2.2,-0.5,-1.7
IDE inh,-3.6,-2.4,4.4,7.0,3.8,8.4,-1.3,-0.3
p-CIP stab down,3.2,0.5,-6.1,-11.1,-13.3,-12.1,-7.2,-13.8
SUMO HTRF inh,15.1,17.6,-4.7,10.6,-12.3,23.1,18.0,-2.0

9. COc1ccc(C(=O)NCCCCCC(=O)N/N=C/c2ccco2)cc1OC
10. COc1ccc(C2CC(c3ccc(Cl)c(Cl)c3)Nc3nc(N)nn32)cc1 (stereo not given)
11. COc1ccc(N/C=C(\C#N)c2ccc(OCCCF)cc2)cc1
12. Cc1ccc(S(=O)(=O)n2cnc3ccccc32)c(C)c1
13. CCOc1ccc2nc(NC(=O)/C=C/c3ccc4c(c3)OCO4)sc2c1
14. CCS(=O)(=O)N1CCN(C(=O)c2ccccc2[N+](=O)[O-])CC1
15. CSc1ncccc1C(=O)N1CCN(C(=O)c2ccccc2)CC1
16. O=[N+]([O-])c1cccc2c(N3CCOCC3)ccnc12
assay / entry,9,10,11,12,13,14,15,16
IDE act,5.0,0.8,2.7,0.4,1.0,0.3,4.0,-3.1
DNA FID counter,-12.4,nt,1.0,0.7,-0.3,-0.6,-6.0,2.6
PfM18AAP inh,0.1,nt,0.4,-9.4,-1.5,-4.8,-2.4,7.5
NS3 helicase inh,-6.4,nt,0.9,1.2,0.2,-11.1,-4.6,-6.1
IMP-1 inh,-0.9,nt,-1.0,-0.5,-3.0,-0.6,-2.9,-2.0
VIM-2 inhibitor,-3.0,nt,-2.3,-1.9,0.3,0.9,0.0,1.5
IDE inh,8.2,-0.4,-1.3,0.3,-0.4,4.8,2.3,2.8
p-CIP stab down,-3.1,-11.9,-1.0,0.3,-7.8,-5.7,-1.5,-11.3
SUMO HTRF inh,20.6,27.6,5.6,-8.1,13.2,6.7,7.2,-1.6

17. CCc1nc(SCC(=O)Nc2cccc(C(F)(F)F)c2)c2c(=O)n(C)c(=O)n(C)c2n1
18. Cc1csc(NC(=O)C2CCN(S(=O)(=O)c3cccs3)CC2)n1
19. Cc1ccc(N2C(=O)NC(NC(=O)C3CC3)(C(F)(F)F)C2=O)cc1 (stereo not given)
20. COc1ccc(C(=O)Nc2cc(C)on2)cc1S(=O)(=O)N1CC(c2ccccc2)CC1=O (stereo not given)
21. CN(C(=O)COC(=O)c1c2c(nc3ccccc13)/C(=C/c1cccc([N+](=O)[O-])c1)CCC2)C1CCS(=O)(=O)C1 (stereo not given)
22. CCN1C(=O)/C(=C/c2cccs2)SC1=Nc1ccc(OC)cc1
23. Cc1cccc(N2C(=O)CS/C2=N\NC(=O)c2ccc(Br)cc2)c1C
24. Cc1c(Cl)cccc1NC(=O)CCC(=O)NNC(=O)c1ccccc1
assay / entry,17,18,19,20,21,22,23,24
IDE act,-3.7,2.1,2.0,nt,0.4,2.8,-1.2,4.3
DNA FID counter,0.9,8.9,-2.0,-6.0,-16.9,-4.7,-5.9,-3.4
PfM18AAP inh,-5.6,-2.0,0.0,0.1,-2.2,0.9,-7.6,0.4
NS3 helicase inh,1.7,8.7,25.3,-4.5,-19.7,2.2,3.7,3.0
IMP-1 inh,-2.2,-2.7,-2.6,-0.6,0.3,-3.2,-2.3,-1.9
VIM-2 inhibitor,-1.5,0.9,-2.0,-1.1,-4.3,-2.5,-1.2,-1.3
IDE inh,2.6,5.8,5.3,0.8,8.0,-1.3,-0.7,1.3
p-CIP stab down,-4.4,-5.9,1.9,-3.9,-4.8,-13.0,-3.7,8.7
SUMO HTRF inh,-19.5,4.7,-10.6,-17.1,-13.0,-13.9,14.8,-6.9

25. CCN(CC)C(=O)C(=O)Nc1ccc(OC)c(Cl)c1
26. O=C(NCc1ccccc1Cl)C1CCC(CNc2c(N3CCCCC3)c(=O)c2=O)CC1 (stereo not given)
27. O=S(=O)(NCC1CCCO1)c1cnc(Cl)c(Br)c1 (stereo not given)
28. CCCN1CCN(CCCNC(=O)C(CC)n2nc(C)c3sc4ccccc4c3c2=O)CC1 (stereo not given)
29. Cc1ccc(C(=O)N/C(=C\c2cccs2)C(=O)NC2CCCCC2)cc1
30. Clc1ccc(-c2nnc3sc(-c4ccccn4)nn23)cc1
31. COc1ccccc1C(=O)Nc1ccnn1C1CCN(Cc2cc(C)c(C)cc2C)CC1
32. OCCN1CCN(c2nc(NCc3ccco3)c3ccccc3n2)CC1
assay / entry,25,26,27,28,29,30,31,32
IDE act,3.5,-0.6,-2.2,2.6,1.1,nt,7.0,4.0
DNA FID counter,7.0,-4.3,-10.6,14.5,-24.5,-4.3,12.0,8.6
PfM18AAP inh,-2.2,-5.4,-0.3,5.0,-0.9,0.2,-7.3,-0.5
NS3 helicase inh,-3.7,3.4,-1.6,-8.0,-2.6,1.9,-50.4,0.1
IMP-1 inh,-1.4,-0.2,0.1,-2.5,1.0,-4.8,0.1,-5.1
VIM-2 inhibitor,-1.9,-0.4,-1.6,0.9,0.2,-1.1,1.2,-0.9
IDE inh,-0.5,5.1,-3.1,-2.1,0.3,nt,-4.1,5.5
p-CIP stab down,1.9,-0.2,-5.8,3.5,2.0,-22.5,-9.7,-0.3
SUMO HTRF inh,1.0,8.4,11.7,4.9,10.9,26.9,5.3,7.1

33. CCc1sc(C(=O)Nc2ccccc2N2CCOCC2)cc1C
34. CS(=O)(=O)N(CCc1ccccc1)CC(=O)NCc1ccccc1
35. C/C(=N\NC(=O)CC1N=C(Cc2ccccc2)NNC1=O)c1ccc(Br)cc1 (stereo not given)
36. O=C(CCc1ccccc1)N/N=C/c1cc(Br)ccc1O
37. N#Cc1ccc(-c2csc(-c3ccno3)n2)cc1
38. CC(=O)c1ccc2c(c1)OCCOCCOCCOCCOCCO2
39. Cc1sc2ncn3cnnc3c2c1C
40. COC(=O)C1=C(N)Oc2cc(C)n(Cc3cccnc3)c(=O)c2C1c1ccc(OC)c(OC)c1 (stereo not given)
assay / entry,33,34,35,36,37,38,39,40
IDE act,-3.1,1.5,-1.4,3.4,nt,nt,3.2,4.0
DNA FID counter,-12.2,-6.1,-13.6,-0.7,-1.0,-7.6,4.2,-16.5
PfM18AAP inh,0.4,-1.6,-5.0,-6.4,5.5,3.0,-10.9,0.9
NS3 helicase inh,-7.5,3.4,3.6,0.9,-3.9,-0.8,-7.6,-4.0
IMP-1 inh,-2.5,-1.6,-2.9,-3.0,-3.1,-1.9,-1.0,2.1
VIM-2 inhibitor,1.1,-3.3,-3.5,-2.7,-1.4,-1.5,5.9,1.1
IDE inh,-8.1,1.1,3.6,0.2,-0.9,4.8,4.4,-6.4
p-CIP stab down,6.9,-0.3,-7.5,-12.5,-3.6,23.2,8.0,-15.4
SUMO HTRF inh,-5.2,20.0,27.8,-22.9,3.5,7.3,-7.5,0.0

41. Cc1cccc(C(=O)NC(CC(=O)O)c2ccc(OC3CCCC3)cc2)c1[N+](=O)[O-] (stereo not given)
42. CC(=O)c1cccc(NC=C2C(=O)OC3(CCCCC3)OC2=O)c1
43. CC(=O)N1CCN2C(=O)C1CCCC(=O)c1cc(C)ccc12 (stereo not given)
44. Cc1cccc(-c2nnc(SCC(=O)N3CCCC3)o2)c1
45. CCCc1nc2ccccc2c(C(=O)OCC(=O)Nc2cccc(S(=O)(=O)N3CCOCC3)c2)c1CC
46. C=CCc1c(O)c(CC)cc2c(C)cc(=O)oc12
47. Cc1cccc(CC(=O)NCC(=O)NCc2cc(=O)n(C)c(=O)n2C)c1
48. COc1cccc(NC(=O)[C@@H]2CCCN2C(=O)[C@@H]2Cc3ccccc3CN2C(=O)OC(C)(C)C)c1
49. COc1ccc(-c2csc(Nc3ccc(C)cn3)n2)cc1
50. O=c1c2c(nc3cc(-c4ccc(Cl)cc4)[nH]n13)CCS2
51. COCCOc1cc(COC)nc(-c2cccc(C)c2)n1
assay / entry,41,42,43,44,45,46,47,48,49,50,51
IDE act,6.7,3.3,1.3,-1.4,3.4,9.5,4.1,5.4,1.9,3.0,nt
DNA FID counter,-34.9,-9.0,0.7,-19.7,-9.8,-4.1,-3.7,-45.1,-3.4,-7.5,-11.7
PfM18AAP inh,2.7,5.2,-9.7,-2.0,-2.2,-16.3,-5.1,3.9,-6.4,-0.9,24.5
NS3 helicase inh,12.2,4.7,-2.4,5.1,-24.8,3.8,0.3,-2.9,-10.7,35.0,7.6
IMP-1 inh,-2.6,-1.9,-3.6,-2.4,-2.6,-0.4,-0.3,-1.5,-2.4,-2.1,-1.9
VIM-2 inhibitor,-2.7,-3.5,-2.1,-2.0,-3.9,-2.1,0.6,-2.0,-1.4,-0.3,-3.6
IDE inh,-0.6,0.0,2.9,3.4,7.9,-4.7,0.1,1.3,7.9,-1.5,1.2
p-CIP stab down,2.5,-7.7,14.6,-6.8,1.2,-14.7,3.3,13.2,-6.9,9.4,-2.8
SUMO HTRF inh,-10.2,8.2,8.5,6.1,-0.9,45.5,8.5,-22.0,-12.9,15.1,-2.8

# Single records, as listed above. Order of screens: IDE act, DNA FID counter, PfM18AAP inh, NS3 helicase inh, IMP-1 inh, VIM-2 inhibitor, IDE inh, p-CIP stab down, SUMO HTRF inh
# O=C1C2C3CC(C2C(=O)N1c1cccc(Cl)c1)[C@H](O)C3O (stereo not given in full) as listed: 6.2, 1.7, -19.8, -2.8, -3.3, -0.5, -1.3, -7.2, 18.0
# CS(=O)(=O)N(CCc1ccccc1)CC(=O)NCc1ccccc1 as listed: 1.5, -6.1, -1.6, 3.4, -1.6, -3.3, 1.1, -0.3, 20.0
# COc1ccc(N/C=C(\C#N)c2ccc(OCCCF)cc2)cc1 as listed: 2.7, 1.0, 0.4, 0.9, -1.0, -2.3, -1.3, -1.0, 5.6
# Cc1ccc(S(=O)(=O)n2cnc3ccccc32)c(C)c1 as listed: 0.4, 0.7, -9.4, 1.2, -0.5, -1.9, 0.3, 0.3, -8.1
